Screens: PubChem BioAssay, National Center for Advancing Translational Sciences (NCATS)
Abeta rescue – restores growth of yeast expressing A-beta42 peptide; Potency, µM (top dose mostly 46.1 µM), for inactives: top-dose growth rescue, usual class: activators; actives 0.063% (n = 410,000); yeast expressing A-beta42, growth rescue, OD600, 48 h; response scale: 0% DMSO, 100% iron-clioquinol control; AID 1347071; further: potency means the concentration at half of the fitted maximal effect; nearly all actives have a fitted effect of over 55% in size
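Growth rescue measured by 600 nm absorbance after 48 h yeast culture at 30 C with compound. Values normalized between DMSO and an equimolar ferric chloride plus clioquinol control.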
FUS yeast rescue – suppressors of FUS proteinopathy in yeast. actives 0.24% (n = 390,000). S. cerevisiae FUS-expressing, growth rescue, OD600, 24 h. Potency, µM (top dose mostly 76.6 µM), without a hit: at the top dose growth rescue (activation), usual class: activators;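 further: potency means the concentration at half of the fitted maximal effect; plate controls were DMSO vehicle for no effect and reference control for full effect; nearly all actives have a fitted effect of over 55% in size; some results filed as inactive show a strong effect at the top dose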
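Cultures pregrown in 2.5% raffinose medium are shifted to minimal medium containing 2% galactose to express toxic FUS. Compounds are tested at several concentrations. After 24hr at 30C, growth is quantified at 600 nm absorbance.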
aSyn yeast inh – inhibitors of alpha-synuclein toxicity in yeast; Yeast expressing alpha-synuclein, growth rescue, BacTiter-Glo, 24 h; actives 0.14% (n = 370,000); Potency, µM (top dose mostly 46.1 µM), inactives show top-dose growth rescue (activation), actives largely listed as activators; further: potency means the concentration at half of the fitted maximal effect; % of control where 0% means no effect; nearly all actives have a fitted effect of over 65% in size
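Galactose-induced alpha-syn yeast (OD600=0.02, raffinose-pregrown) + pinned cpd, 24 hr, 30 deg C; growth by BacTiter-Glo luminescence. Growth restoration scores as activation.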
PTHR1 ag – PTHR1 (human) receptor agonism; HEK293 GP2 PTHR1 cells, GloSensor cAMP luminescence, 1 h; Potency, µM (top dose mostly 115 µM), for the others: at the highest dose activation, actives largely listed as activators; actives 0.075% (n = 410,000); AID 743266; further: potency means the concentration at half of the fitted maximal effect; nearly all actives have a fitted effect of over 55% in size; some results filed as inactive show a strong effect at the top dose; inactives centre near -15; many of its hits are not listed in these tables
Target sequence (Q03431 whole entry, looked up): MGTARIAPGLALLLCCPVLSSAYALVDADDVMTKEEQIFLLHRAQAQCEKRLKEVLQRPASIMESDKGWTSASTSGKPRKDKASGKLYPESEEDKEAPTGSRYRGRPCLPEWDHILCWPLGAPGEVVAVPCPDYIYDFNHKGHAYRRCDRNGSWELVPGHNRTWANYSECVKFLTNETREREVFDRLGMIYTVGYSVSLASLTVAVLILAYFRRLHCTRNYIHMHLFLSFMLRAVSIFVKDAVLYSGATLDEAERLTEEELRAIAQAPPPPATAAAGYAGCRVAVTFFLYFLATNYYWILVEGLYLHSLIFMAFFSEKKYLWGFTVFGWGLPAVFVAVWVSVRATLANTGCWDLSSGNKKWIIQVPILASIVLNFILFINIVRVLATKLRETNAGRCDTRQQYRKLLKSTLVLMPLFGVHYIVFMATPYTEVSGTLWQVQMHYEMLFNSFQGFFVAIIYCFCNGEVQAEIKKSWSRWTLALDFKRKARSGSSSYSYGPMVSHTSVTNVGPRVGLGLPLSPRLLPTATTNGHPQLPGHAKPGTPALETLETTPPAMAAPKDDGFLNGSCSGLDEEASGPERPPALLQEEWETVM
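HEK-293-derived GP2 cells expressing PTHR1 and a GloSensor cAMP reporter, 3,000/well, plated overnight, given luciferin plus IBMX (each 0.5 mM as added) for 1 h at 37 °C, then compound for 1 h at 37 °C. Luminescence was read after 15 min at room temperature.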
GLP1R inv ag – GLP-1 receptor (human) inverse agonism; Potency, µM (highest dose often 38.3 µM), inactives show at the highest dose activity change, negative = inhibition, usual class: inhibitors; actives 1.6% (n = 410,000); HEK293 GLP-1R CRE-luciferase, luminescence, 24 h; GLP-1R form is constitutively active; further: potency means the concentration at half of the fitted maximal effect; on the % scale 0 is the no-effect control and ±100 the full control effect; nearly all actives have a fitted effect of over 55% in size
Target sequence (P43220 whole entry, looked up): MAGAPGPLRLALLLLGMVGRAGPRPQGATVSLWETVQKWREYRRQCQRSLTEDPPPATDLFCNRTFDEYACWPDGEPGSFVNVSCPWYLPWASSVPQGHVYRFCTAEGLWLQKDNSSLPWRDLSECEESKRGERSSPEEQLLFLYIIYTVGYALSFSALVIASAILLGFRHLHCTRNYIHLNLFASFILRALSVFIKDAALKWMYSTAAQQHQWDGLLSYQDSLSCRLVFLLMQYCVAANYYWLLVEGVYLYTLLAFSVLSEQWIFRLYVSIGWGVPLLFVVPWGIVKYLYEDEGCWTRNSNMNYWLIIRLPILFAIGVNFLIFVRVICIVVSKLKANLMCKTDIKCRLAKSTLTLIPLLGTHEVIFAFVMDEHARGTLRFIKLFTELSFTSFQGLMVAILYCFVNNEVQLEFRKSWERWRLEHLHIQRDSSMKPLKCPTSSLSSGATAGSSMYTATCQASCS
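Stable HEK293 clone (constitutively active GLP-1R + cAMP-response luciferase); 200 cells/uL plated, 12 h pre-culture, compound 24 hr, 37 deg C/5% CO2; detection reagent 12 min RT; luminescence.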
TDP-43 yeast inh – TDP-43 toxicity inhibition in yeast | TDP-43 expressing yeast growth rescue, BacTiter-Glo, 24 h | Potency, µM (series often up to 46.1 µM), without a hit: at the highest dose growth rescue (activation), actives largely listed as activators | actives 1.8% (n = 410,000); further: potency means the concentration at half of the fitted maximal effect; % of control where 0% means no effect; nearly all actives have a fitted effect of over 50% in size
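Yeast cells expressing TDP-43 under galactose induction are exposed to compounds for 24 hr at 30 deg C. BacTiter-Glo luminescence measures growth, so protective compounds score as activators.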
HEK293 tox – cytotoxicity counter-screen for GLP-1 receptor inverse agonists | HEK293 cAMP-luciferase reporter cells, luminescence, 24 h | Potency, µM (series often up to 38.3 µM), for the others: at the highest dose activity change, negative = inhibition, most hits filed as inhibitors | actives 0.13% (n = 410,000) | AID 624418;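 further: loss of luciferase light is scored as toxicity; potency means the concentration at half of the fitted maximal effect; on the % scale 0 is the no-effect control and ±100 the full control effect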
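Compound-treated cells are incubated 24 hr at 37 deg C under 5% CO2 after a 12 hour attachment period, then luciferase detection reagent is added and luminescence is measured following 12 min at room temperature; lowered signal indicates toxicity.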
MmCpn inh – blocks the Methanococcus maripaludis chaperonin Mm-Cpn; purified Mm-Cpn ATPase, ADP Transcreener TR-FRET; Potency, µM (doses to about 76.9 µM), for the others: top-dose activity, negative = inhibition, actives largely listed as inhibitors; actives 0.031% (n = 330,000); AID 504842; further: potency means the concentration at half of the fitted maximal effect; on the % scale 0 is the no-effect control and ±100 the full control effect; nearly all actives have a fitted effect of over 80% in size
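Reaction buffer contained 30 mM Tris pH 7.4, 100 mM KCl, 5 mM MgCl2 and 1 mM DTT. Mm-CPN (25 nM final) hydrolysed 10 uM ATP over 30 min at 37°C; ADP was read by HTRF.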
pAkt inh – blocks phosphorylation of Akt. Neuro2A IGF-stimulated pAkt S473 HTRF, 20 min; active compounds read low. activity change, % for hits at 50 µM. actives 0.32% (n = 360,000). AID 651550; in the data active means activity change below about -80%; inconclusive means mostly about -51% to -80%; further: on the % scale 0 is the no-effect control and ±100 the full control effect
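Neuro2A cells (4,500/well, DMEM with 0.5% FBS) were treated with compound at a single 50 µM final concentration, stimulated with 6 nM IGF for 20 min at 37 °C, and lysed. Phospho-Akt Ser473 was read by HTRF as 665/615 ratio ×10^4.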
Numbers without * were called inactive; i = inactive; ? = inconclusive; / = not tested or not shown; & = joins results of further samples; [ ] = another dose, or the depositor's remark. Unless noted, the call rests on the fitted dose curve; in most records, active means well fitted curve in the direction sought with a large enough effect; inconclusive means small, poorly fitted or top-dose-only effect, or another doubt; inactive means no such curve, though single readings can be large; an effect the other way counts as inactive or inconclusive. A portion of the library (hit frequency here may not be typical).

compound,Abeta rescue,FUS yeast rescue,aSyn yeast inh,PTHR1 ag,GLP1R inv ag,TDP-43 yeast inh,HEK293 tox,MmCpn inh,pAkt inh
Cc1ccn2cc(CSc3ccccc3N)nc2c1,-12%,30%,-4%,i,-1%,-24%,-9%,0%,i
COc1ccc(-c2nc3sc(CCNC(=O)C(=O)Nc4ccc(C)cc4C)c(C)n3n2)cc1,1%,-4%,/,i,16%,23%,2%,/,/
CCOc1ccc(CCNC(=O)c2nccnc2C(=O)O)cc1OCC,-12%,-17%,0%,i,11%,4%,5%,-1%,i
O=C(CCNS(=O)(=O)c1ccc(Br)s1)Nc1ccc(Br)cc1,0%,3%,/,-26%,?,15%,-22%,/,/
COCCCC1CCN(Cc2cn[nH]c2-c2cc(OC)c(OC)c(OC)c2)CC1,7%,-1%,1%,i,-1%,13%,-7%,2%,i
Cc1ccc(/C=C2\SC(=S)N(C3CCS(=O)(=O)C3)C2=O)cc1 (stereo not given),-2%,2%,5%,?,-21%,-13%,0%,0%,i
CCOC(=O)c1[nH]c2ccc(F)cc2c1NC(=O)C(C)N1CCc2cc(OC)c(OC)cc2C1 (stereo not given),1%,17%,7%,-18%[57.5 µM],0%,13%,?,2%,i
CN(Cc1cccs1)C(=O)CN1CCN(S(=O)(=O)c2ccc3c(c2)OCCCO3)CC1,4%,16%,-1%,-3%,-10%,18%,6%,-1%,i
Cc1ccc(S(=O)(=O)NCCNc2ccc(Br)c(C)c2)cc1,6%,-26%,-4%,-7%,-12%,14%,9%,-2%,i
O=S(=O)(Nc1ccc(N2CCCCC2)cc1)c1cccs1,16%,0%,-12%,i,0%,-9%,-3%,-1%,i
CN1C(=O)N(C)C(NC(=O)Nc2ccccc2)C1NC(=O)Nc1ccccc1 (stereo not given),6%,2%,-4%,i,6%,-5%,1%,1%,i
COc1ccc(-c2ccc(-c3noc(C(C)C)n3)c(OC)n2)cc1,-29%,31%,-14%,i,-27%,-2%,31%[activator],-6%,i
Cc1ccc(-n2nnnc2Sc2nc([N+](=O)[O-])nn2C)cc1C,0%,7%,9%,-8%[57.5 µM],12%,?,-20%,2%,i
COc1ccc(CCNCc2c(C(=O)O)c(C)n(Cc3c(F)cccc3Cl)c2C)cc1OC,7%,8%,/,-9%,3%,0%,-3%,/,/
C[C@@H](NC(=O)c1coc(=O)c(Br)c1)c1ccccc1,-6%,24%,-1%,-25%[57.5 µM],?,20%,?,-1%,i
OC1CCC(NC(=S)Nc2ccc(SC(F)F)cc2)CC1 (stereo not given),3%,27%,-18%,i,?,-20%[0.397 µM],2%,-4%,i
O=C(O)c1ccc(OS(=O)(=O)c2ccc(Cl)s2)cc1,-13%,2%,5%,i,4%,14µM*,-2%,-4%,i
Clc1ccc(OCCOCCOc2cccc3cccnc23)c(Br)c1,10%,?,2%,-17%,?,-46%[inhibitor],-7%,-1%,i
COC(=O)c1sccc1S(=O)(=O)N(CC(=O)Nc1cc(C)cc(C)c1)c1ccc(Cl)cc1,-4%,12%,/,i,?,0%,3%,/,/
Cc1ccc(C)c(NC(=O)CSc2nc(=O)n(Cc3ccccn3)c3c2CCC3)c1,-2%,21%,/,i,8%,16%,3%,/,/
O=C(COC(=O)/C=C/c1cccc(F)c1)NC1CC1,14%,-4%,-7%,i,2%,24%,6%,1%,i
O=[N+]([O-])c1ccccc1N=Nc1c(O)[nH]c2ccc(F)cc12,-3%,/,-2%,i,3%,3%,1%,/,i
CCSc1cnn(-c2ccccc2)c(=O)c1Cl,-7%,-4%,1%,-18%,12%,29%,0%,/,i
CCOc1ccc(CNC(=O)Cn2ccc3cc(S(=O)(=O)N4CCCCCC4)ccc32)cc1,-23%,9%&14%,8%,-27%,?,-4%&-22%,5%&-5%,-2%,i
O=C(NCc1ccncc1)C(=O)NCc1ccncc1,-6%,-2%,0%,-7%,-19%,-25%,-20%,3%,i
CC(=O)c1cc2c(cc1NC(=O)c1ccco1)OCCO2,-14%,9%,0%,-7%,13%,-11%,5%,-7%,i
CC(=C/c1ccco1)/C=N/N1CCN(c2ccccc2)CC1,4%,2%,/,-46%[inhibitor],-9%,-23%,3%,-1%,/
COc1ccc2ccccc2c1C(=O)/C=C\c1ccoc1,-1%,19%,?,-36%[inhibitor],?,11µM*,-2%,1%,i
Cc1ccc(-c2ccc(=O)n(C(C)C(=O)Nc3ccccc3Cl)n2)cc1C (stereo not given),-5%,22%,/,i,2%,23%,5%,/,/
CCc1ccc2oc(-c3cccc(NC(=O)c4ccc(-c5cccc([N+](=O)[O-])c5)o4)c3)nc2c1,3%,-15%,-3%,-4%,-5%,28%,-8%,/,/

Exported field by field: part of the list above
O=[N+]([O-])c1ccccc1N=Nc1c(O)[nH]c2ccc(F)cc12
  Abeta rescue: -3%
  FUS yeast rescue: /
  aSyn yeast inh: -2%
  PTHR1 ag: i
  GLP1R inv ag: 3%
  TDP-43 yeast inh: 3%
  HEK293 tox: 1%
  MmCpn inh: /
  pAkt inh: i

CCSc1cnn(-c2ccccc2)c(=O)c1Cl
  Abeta rescue: -7%
  FUS yeast rescue: -4%
  aSyn yeast inh: 1%
  PTHR1 ag: -18%
  GLP1R inv ag: 12%
  TDP-43 yeast inh: 29%
  HEK293 tox: 0%
  MmCpn inh: /
  pAkt inh: i

Other records
compound,Abeta rescue,FUS yeast rescue,aSyn yeast inh,PTHR1 ag,GLP1R inv ag,TDP-43 yeast inh,HEK293 tox,MmCpn inh,pAkt inh
Cc1ccccc1-c1noc(-c2ccccc2C(=O)NCc2ccco2)n1,1%,14%,5%,-19%,?,?,13%,0%,i
O=C(COC(=O)Cc1ccccc1[N+](=O)[O-])NCC1CCCCC1,-4%,-12%,4%,i,7%,-2%,4%,-4%,i
CCCOc1ccc(N2C(=O)CC(SCCc3nc4ccccc4[nH]3)C2=O)cc1 (stereo not given),-13%,1%,1%,i,6%,-8%,2%,2%,i
COc1ccccc1NC(=O)c1cc(S(=O)(=O)N2CCc3ccccc32)ccc1F,-5%&-5%,8%&-4%,-4%,-14%&-3%,1%&16%,11%&13%,-9%&-1%,2%,i
N#C/C(=C(/O)CCl)c1nc2c(s1)CCc1ccccc1-2,-37%[inhibitor],37%,-8%,-94%[inhibitor],21%,28%,6%,-1%,i
COc1cc(-c2ccc(NC(=O)c3ccc(C)cc3)c(OC)c2)ccc1NC(=O)c1ccc(C)cc1,-18%,11%,-4%,i,46%[activator],-19%,14%,3%,i
Cc1ncoc1C(=O)N1CCCC(C(=O)c2ccc(Oc3ccccc3)cc2)C1 (stereo not given),-72%[inhibitor],-1%,-21%,-4%,-17%,-4%,17%,2%,i
CCOc1ccc(NC(=S)N2CCC(c3ccc(C)cc3)C2)cc1 (stereo not given),?,18%,1%,-7%,10µM*,25%,-13%,-1%,i
CCN1CCN(C(=O)NC2CC(=O)N(c3ccc(OC)cc3)C2)CC1 (stereo not given),-18%,2%,-13%,-8%,7%,-10%,-1%,2%,i
N#Cc1cccnc1N1CCN(C(=O)c2[nH]c(C(F)(F)F)nc2-c2ccccc2)CC1,-4%,-20%,2%,0%,23%,14%,3%,/,i
O=C(c1ccccn1)N(Cc1ccco1)C1(C(=O)NC2CCCC2)CCCCC1,15%,-15%,1%,i,13%,11%,-12%,0%,i
Cc1ccc(C(=O)Nc2ccn(C)n2)cc1,17%,-4%,2%[1.84 µM],-3%,?,17%,1%,1%,i
COc1ccc2[nH]c3c(=O)n(/N=C/[C@H]4C(C)C=C(C)CC4C)c(=O)[nH]c3c2c1 (stereo not given in full),1%,4%,-5%,-15%,?,21%,-17%,-10%,i
CC(=O)Nc1ccc(NC(=O)CN(C)S(=O)(=O)c2ccc3ccccc3c2)cc1,-6%,9%,-3%,-6%,33%[activator],4%,-16%,-1%,i
COc1cc(CN2CCN(c3cccc(C)c3C)CC2)cc([N+](=O)[O-])c1O,-8%,7%,-3%,-22%,?,18%,9%,-1%,i
CCCOc1ccc(/C=N\NC(=O)CCc2n[nH]c(=O)[nH]c2=O)cc1OC,4%,2%,1%,-16%,13%,-8%[0.397 µM],-14%,0%,i
CCC(C(=O)N1CCCC1)n1nc(C)c2c(C)n(-c3ccccc3)nc2c1=O (stereo not given),-8%,10%,2%,i,-21%,2%,-7%,-1%,i
COc1nccc(-c2ccc(F)cc2)c1C#N,-10%,-2%,5%,i,35%[activator],-6%,-2%,2%,i
CN(Cc1nc2ccccc2c(=O)[nH]1)C(=O)c1cccc(S(=O)(=O)N2CCCC2)c1,-15%,-9%,-4%,i,4%,13%,-1%,0%,i
Cc1ccc(-c2csc3ncn(-n4c(C)ccc4C)c(=O)c23)o1,-20%,?,21%,-24%[57.5 µM],-25%,?,0%,0%,i
CN(c1ccc(C(=O)NC2CCCC2)cc1)S(=O)(=O)c1ccc(Cl)cc1,5%,8%,4%,-14%,?,-5%,7%,1%,i
COC(=O)[C@]1(C)N[C@H](CN(C)C(C)=O)[C@@H]2C(=O)N(Cc3ccccc3)C(=O)[C@@H]21,0%,15%,-2%,-24%,16%,17%,0%,1%,i
O=C(Nc1nc(-c2ccccc2Cl)cs1)c1cccnc1,16%,8%,2%,-4%[57.5 µM],72%[activator],19%,-1%,-3%,i
CC(NC(=O)C1CC(=O)N(c2ccc3c(c2)OCCO3)C1)c1ccccc1 (stereo not given),-9%,-7%,1%,-8%,1%,-2%,4%,/,i
CCOC(=O)C1CCN(c2c(Nc3cc(C)cc(C)c3)c(=O)c2=O)CC1,2%,7%,1%,-7%,?,-6%,0%,5%,i
